NPR1 activator: GC-A (human) enzyme activation; hit rate 0.14% among 370,000; HEK293 GC-A cells, cGMP TR-FRET, EC30 ANP; 0% at EC30 ANP, 100% saturating ANP; activation, % at 10 µM; AID 1671463; in the data active = activation above about 40%
Target sequence (P16066 whole entry, looked up): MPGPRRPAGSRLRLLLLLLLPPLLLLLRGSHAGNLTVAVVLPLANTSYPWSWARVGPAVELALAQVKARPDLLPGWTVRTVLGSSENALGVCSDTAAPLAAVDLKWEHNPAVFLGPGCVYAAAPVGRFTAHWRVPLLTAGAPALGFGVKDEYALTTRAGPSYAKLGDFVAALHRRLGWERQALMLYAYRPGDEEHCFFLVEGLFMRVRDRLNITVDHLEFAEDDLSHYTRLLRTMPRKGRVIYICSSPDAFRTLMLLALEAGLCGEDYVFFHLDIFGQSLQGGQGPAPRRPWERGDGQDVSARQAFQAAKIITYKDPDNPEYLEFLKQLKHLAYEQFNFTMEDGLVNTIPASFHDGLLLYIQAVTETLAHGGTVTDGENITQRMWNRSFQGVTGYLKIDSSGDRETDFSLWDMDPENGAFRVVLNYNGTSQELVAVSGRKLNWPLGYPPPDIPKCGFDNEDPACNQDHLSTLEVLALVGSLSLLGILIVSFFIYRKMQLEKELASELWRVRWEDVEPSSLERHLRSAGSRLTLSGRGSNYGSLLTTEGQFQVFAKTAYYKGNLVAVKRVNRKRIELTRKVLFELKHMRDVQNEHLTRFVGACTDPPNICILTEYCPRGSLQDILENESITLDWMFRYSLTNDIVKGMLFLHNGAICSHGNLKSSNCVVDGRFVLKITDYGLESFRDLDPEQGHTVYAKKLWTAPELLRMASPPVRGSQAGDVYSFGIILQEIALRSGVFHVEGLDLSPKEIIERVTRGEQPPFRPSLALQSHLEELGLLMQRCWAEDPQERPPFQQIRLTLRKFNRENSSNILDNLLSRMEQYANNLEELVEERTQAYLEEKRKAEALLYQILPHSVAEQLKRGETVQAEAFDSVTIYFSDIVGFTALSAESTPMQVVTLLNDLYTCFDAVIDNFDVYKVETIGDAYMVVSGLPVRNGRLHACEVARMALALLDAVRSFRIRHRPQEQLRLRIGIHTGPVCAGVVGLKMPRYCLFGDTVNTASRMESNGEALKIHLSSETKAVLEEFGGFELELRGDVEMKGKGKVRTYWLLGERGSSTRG
KLK7 zymogen act: proKLK7 (human) activation, primary screen | P49862 | purified proKLK7, EDANS-DABCYL substrate fluorescence; 100% is mature enzyme control, 0% vehicle | activation, % at 7 µM | hit rate 0.9% among 370,000 | AID 652039;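 active = activation above the mean of all tested compounds plus 3 SD, computed per campaign excluding outliers beyond control limits, cut at about 13% in these data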
NPR2 activator: GC-B (human) receptor activation | hit rate 0.11% among 370,000 | activation, % at 10 µM | HEK293-GC-B cells, CNP EC30, cGMP TR-FRET; 0% at EC30 CNP, 100% saturating CNP;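 active = activation at 10 µM reaching about 35% in either raw or pattern-adjusted values, limit read from the data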
DDE Tn6 FP inh: DD(E)-Tn6 binding inhibition, primary FP screen; P02675; inhibition, % at 8.3 µM; Fibrin DD(E) TRITC-Tn6 fluorescence polarization displacement; hit rate 0.21% among 370,000;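 active = inhibition above a per-campaign cutoff: mean of compounds within control limits plus 3 SD, cut at about 15% in these data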;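 also: 0% = median of all compound wells on the plate and 100% = blocking peptide control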
GAA850 FXN act: frataxin GAA850 promoter activation; HEK293 lucGAA850 FXN promoter luciferase reporter, 24 h; percent of 10 µM SAHA response; activation, % at 6 µM; hit rate 0.56% among 360,000;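 active = activation above the average of all compounds screened plus 3 SD, cutoff fixed separately per campaign, cut at about 7.5% in these data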;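 also: 0% = DMSO wells and 100% = 10 µM SAHA wells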
ASAP1 GAP inh: inhibitors of human ASAP1 ArfGAP activity; ASAP1-stimulated ARF1 GTP hydrolysis, GDP FP detection; Q9ULH1; hit rate 0.19% among 360,000; inhibition, % at 16.5 µM; in the data active = inhibition above about 25%;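 also: 0% = vehicle with enzyme and substrate and 100% = no enzyme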
HGIII-sPLA2 inh: Blocks human group III sPLA2 activity. Q9NZ20. QFRET BODIPY PC-A2 liposome hydrolysis, fluorescence. inhibition, % at 12.2 µM. hit rate 0.56% among 370,000;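 active = inhibition above mean plus 3 SD of compounds lying within the high and low control bounds, cut at about 19% in these data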;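 also: 0% = median of test compound wells and 100% = no enzyme DMSO wells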
ARFGAP1 inhibitor: inhibits rat ARF GTPase activating protein 1. Q62848. inhibition, % at 16.5 µM. Arfgap1-stimulated ARF1 GTP hydrolysis, GDP FP detection. hit rate 0.26% among 360,000;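 active = inhibition above a per-plate limit, mean inhibition of low control wells plus 3 SD, cut at about 25% in these data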;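 also: 0% = DMSO wells with enzyme and 100% = wells lacking Arfgap1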
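Replicates: Single well per compound | Assay system: Truncated rat Arfgap1 GAP domain | Control set: No-Arfgap1 wells (100%) versus DMSO full-reaction wells (0%) | Times: Enzyme reaction 120 min at 25 °C after 20 min preincubation | Reagent: Human ARF1(Δ1-17)-GTP substrate | Measured by: Tracer-displacement fluorescence polarization with EDTA stop, 620/688 nm | Measure: Percent inhibition of Arfgap1-stimulated GTP hydrolysis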
rCAG RNA binder: molecules binding r(CAG) RNA repeats | r(CAG) RNA repeat, TO-PRO-1 dye displacement fluorescence | inhibition, % at 3 µM | hit rate 1.3% among 370,000;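 active = inhibition above the plate cutoff, the mean of all test compounds on that plate plus 3 SD, cut at about 35% in these data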;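 also: 0% = DMSO alone and 100% = 100 µM mitoxantrone as full dye displacement; higher means more dye released from RNA so lower well fluorescence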
ADAM10 inh: ADAM10 inhibition, QFRET primary screen; inhibition, % at 7 µM; recombinant ADAM10, EDANS/DABCYL FRET peptide cleavage, 3 h; hit rate 0.62% among 370,000; AID 720582; O14672;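 active = inhibition above a per-campaign cutoff equal to the mean of compounds falling between control-based bounds plus 3 SD, cut at about 20% in these data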;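 also: 0% = DMSO wells while the 100% control is not disclosed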
* hit, by the source's call; i = inactive; . = no result given.

Second line of a record – NPR1 activator, KLK7 zymogen act, NPR2 activator, DDE Tn6 FP inh, GAA850 FXN act, ASAP1 GAP inh, HGIII-sPLA2 inh, ARFGAP1 inhibitor, rCAG RNA binder, ADAM10 inh
1	Cc1ccc(O)c(C(=O)CC(=O)c2ccc(C(C)(C)C)cc2)c1
 : -2, -0.1, 0, -4, 1.7, -3, 2, -4, 2, -7
2	C#CCNC(=O)C1=C[C@@H](c2coc3ccccc3c2=O)[C@H](CCCO)[C@@H](OCC)O1
 : -3, -0.4, 7, -5, -0.7, 2, 3, -6, -3, 0
3	CSCCC(NC(=O)c1ccccc1Br)C(=O)NC(C)CCc1ccccc1 (stereo not drawn)
 : -3, 0.2, -2, 2, 1.6, -8, 4, 8, -6, 2
4	Cc1cc(C)nc(CCNC(=O)c2cc(COc3c(C)cccc3C)on2)n1
 : 2, -0.1, -2, 3, 1.7, -3, -2, 8, -6, 4
5	CCCC(=O)Nc1ccc(NC(=S)NC(=O)c2ccccc2[N+](=O)[O-])cc1
 : -2, -0.1, 4, 8, -0.6, 2, 8, 3, 5, -1
6	CCOCCn1c(CN2CCC(Cc3ccccc3)CC2)nc2c1c(=O)n(C)c(=O)n2C
 : 0, 0.9, 1, -1, 0.0, -5, -1, 1, -8, 5
7	Cc1c(C(=O)NCCN2CCOCC2)oc2ccccc12
 : 0, 0.4, 2, 1, 1.3, 5, 0, 4, -1, -6
8	CCCCNC(=O)CNC(=O)c1cccs1
 : -1, -0.7, 2, 5, 1.9, 2, 0, -12, -1, 1
9	CCn1c(-c2ccc([N+](=O)[O-])cc2)n[nH]c1=S
 : -1, 0.0, 1, 3, 1.9, 6, 12, 2, 4, 18
10	COc1ccc(CCNC(=O)COC(=O)c2cc(=O)c3ccccc3o2)cc1
 : -4, 0.1, -7, 1, 1.6, -10, 5, -14, 0, -13
11	Cc1c(N=Cc2ccc(-c3ccc(Cl)cc3)o2)c(=O)n(-c2ccccc2)n1C
 : 14, -1.1, -5, 3, -0.2, -13, 11, 0, -2, -6
12	COc1cccc(NC(=O)Cn2c(SCC(=O)N3CCOCC3)nc3ccccc32)c1
 : 0, 0.1, -3, -4, 0.5, -3, 5, -15, 0, 6
13	O=C(NCc1ccccn1)c1cc2c(ccc3ccccc32)oc1=O
 : 1, -33, 3, 1, 1.9, -4, 10, 10, -2, i
14	O=C(Nc1cc(F)ccc1F)c1cccc(-n2cnnn2)c1
 : -3, -0.5, -7, -1, 0.5, 5, 4, 7, -1, -8
15	CN(C)/C=C1\NC(=S)N(c2ccc(Cl)cc2)C1=O
 : -2, -0.3, 1, -2, -0.5, 0, 1, 19, 11, 7
16	O=C(CCSc1ccccc1)Nc1nnc(-c2cccs2)o1
 : -1, -0.1, -4, -1, -0.4, -1, 1, 7, 7, 4
17	Cc1ccc(C)c(NC(=O)CN(C)C(=O)CN2C(=O)C3CCCCC3C2=O)c1 (stereo not drawn)
 : 0, 0.4, -3, -2, 0.6, 1, 7, 9, 1, -4
18	O=C(Nc1cccc(S(=O)(=O)N2CCCCC2)c1)c1ccccc1NS(=O)(=O)c1ccc(F)cc1
 : 4, 0.7, 1, 2, -0.9, 7, -33, 1, 61*, -42
19	O=C(NC1CCCC1)c1ccc(COCC(F)(F)F)o1
 : 2, 0.1, 3, 1, 2.8, -1, 5, 2, -2, -6
20	COC(=O)[C@@H]1CCCN1C(=O)CCc1nnc(C2CCCCC2)o1
 : 0, 0.5, -4, -2, 1.4, -10, 2, -8, -3, -2
21	O=C(Nc1cccc(F)c1)NC1(C(=O)N2CCN3CCCC3C2)CCCCC1 (stereo not drawn)
 : -1, -0.1, 7, 2, 0.4, -3, 0, 0, 1, 6
22	Cc1csc(NC(=O)c2ccc3nc[nH]c3c2)n1
 : 2, -0.1, 2, 1, 0.0, -10, 1, -5, 0, -2
23	C/C(NC(=O)c1cccs1)=C1\C(=O)C[C@@H]2[C@H]1C2(C)C
 : 4, -0.2, 0, 2, 3.4, -12, 2, 7, 2, 7
24	CCCCc1cn([C@@H](CCCCN)C(=O)N2CCNCC2)nn1
 : 2, 0.1, -1, 1, 0.0, -5, 1, 8, -8, 6
25	Cc1ccc(NC(=O)C(=O)NCCCN2CCOCC2)c(C)c1
 : -2, -0.5, 5, 4, 1.1, 6, 1, -10, -5, 1
26	Cc1ccc(S(=O)(=O)CCC(=O)OCC(=O)NCc2ccc(F)cc2)cc1
 : 0, 0.8, -6, 3, 1.1, -8, -8, 4, 0, -11
27	CN(C)C(CNC(=O)C1CC(=O)N(Cc2ccccc2)C1)c1ccccc1 (stereo not drawn)
 : 2, -0.8, -4, 1, -2.1, 2, -1, -7, -4, -5
28	Cc1nc(NC(=O)CCl)sc1C(=O)N(C)C
 : 0, 0.6, 2, -2, -0.1, 2, 1, 24, -2, -15
29	CC(C)NC(=O)N(C)C[C@@H]1OCc2cnnn2CCCC(=O)N([C@@H](C)CO)C[C@H]1C
 : 4, -0.3, 4, 3, -0.2, 9, 11, 6, 2, -9
30	COc1cccc(C(C)NC(=O)c2ccncc2)c1 (stereo not drawn)
 : -2, -0.1, -8, 6, 0.6, 10, 0, -9, 1, -2
31	CCOc1ccc(C2C(C(=O)c3ccco3)=C(O)C(=O)N2CCCn2ccnc2)cc1 (stereo not drawn)
 : 4, 0.1, -4, 4, 1.4, -14, -1, 8, 4, -3
32	Cc1ccc(/C=N/NC(=O)c2nc3nc(C)cc(C)n3n2)cc1
 : 0, -0.1, -1, -13, 3.2, 3, -4, 1, 0, 0
33	CN(CCc1ccccc1)C(=O)c1ccc(NC(=O)Cc2cccc(NC(=O)C3CCN(C(=O)c4ccccc4)CC3)c2)cc1
 : 2, -0.3, -1, 3, -2.0, 15, -23, 0, 7, -11
34	O=[n+]1c2c(n([O-])c3ccccc31)CCCC2
 : 2, 1.6, 1, -1, 3.4, 7, 3, 3, 2, 3
35	CC1CCCCN1C(=O)c1ccc(CS(=O)(=O)Cc2ccccc2)cc1 (stereo not drawn)
 : 6, -0.1, -3, -4, 0.1, 6, 4, 0, -7, -17
36	Cc1nnc(SCC(=O)Nc2ccc3[nH]c(=O)[nH]c3c2)s1
 : 4, 0.3, -2, 1, -0.6, 2, 4, -2, 1, 0
37	CCN1CCN(CC(=O)c2cc(OC)c(OC)c(OC)c2)CC1
 : 2, -0.6, 4, -7, -0.9, 13, 0, -12, -1, -3
38	CCCCCN1CC(O)=C(c2ccccc2)C1=N
 : -1, 0.2, -2, 1, -0.3, 4, 0, -6, -3, 2
39	COc1ccc2nc3oc(C(=O)N4CCC(C(N)=O)CC4)cc3cc2c1
 : -1, 3.5, -3, 2, 1.1, -4, 1, 1, -1, i
40	O=S(=O)(c1ccccc1)c1nc(-c2ccco2)oc1N1CCOCC1
 : -1, -0.5, 6, -3, -0.9, -11, 2, -1, 4, 3
41	CC(=O)c1cccc(NC(=O)Oc2ccccc2)c1
 : 0, -0.3, -2, -5, 2.3, 16, 2, 7, -3, -7
42	COc1cc2cc(C(=O)N3CCN(Cc4ccc5c(c4)OCO5)CC3)[nH]c2cc1OC
 : 0, 0.7, -2, -13, -1.4, 4, -12, 0, -1, -159
43	C[C@@H](NC(=O)[C@@H]1CCCN1C(=O)[C@@H]1CCCN1C(=O)c1ccc(Cl)cc1)c1ccccc1
 : -1, -0.4, 3, 5, ., -1, 5, 12, -2, -4
44	Nc1nonc1-n1nnc(C(=O)N/N=C/c2c(Cl)cccc2Cl)c1CN1CCOCC1
 : -3, 0.2, -2, 3, 0.9, -2, -9, 1, 4, -2
45	O=C(NCc1cccnc1)/C(=C/c1ccc([N+](=O)[O-])cc1)NC(=O)c1ccccc1
 : 4, -0.3, -1, 1, -1.2, 0, 4, 6, 2, -1
46	Cc1ccc(/C(O)=C2\C(=O)C(=O)N(C)C2c2ccc(F)cc2)cc1 (stereo not drawn)
 : 5, 0.8, 3, 6, 1.3, -6, 4, -4, -2, 5
47	COc1ccc(CCNC(=O)c2oc3ccccc3c2C)cc1
 : -1, -0.5, 2, -6, 1.0, -4, 3, 11, 4, 1
48	Cc1ccc(S(=O)(=O)N2CCC(C(=O)N[C@H](C(=O)NCc3ccco3)C(C)C)CC2)cc1
 : -3, 0.0, -2, 1, 1.4, -11, 4, -3, -1, -4
49	COc1nnc(-c2ccc(N3CCOCC3)c(NC(=O)c3ccco3)c2)c2ccccc12
 : 10, 0.7, 13, 4, -1.1, 5, 3, 6, 6, -2
50	CCC(Oc1ccc(C)c(C)c1)C(=O)N1CCCN(C)CC1 (stereo not drawn)
 : 1, -0.1, 2, 4, 0.2, 10, 1, -6, -6, -6
51	O=C(NCc1nc2ccccc2[nH]1)C1=C[C@H](c2coc3ccccc3c2=O)C[C@H](OCCCCO)O1
 : 1, 1.1, 2, -13, 1.1, 5, -14, -3, 13, -2
52	COc1ccccc1CNS(=O)(=O)CCNCc1ccco1
 : 4, 0.0, -4, -7, -1.1, -1, 6, -15, -1, -20
53	Cc1nc([N+](=O)[O-])cn1CC(=O)Nc1ccc2c(c1)OCO2
 : 0, 0.4, 4, 2, -0.8, 2, 4, 2, -4, 2

Single records, from the list above. Order of values: NPR1 activator, KLK7 zymogen act, NPR2 activator, DDE Tn6 FP inh, GAA850 FXN act, ASAP1 GAP inh, HGIII-sPLA2 inh, ARFGAP1 inhibitor, rCAG RNA binder, ADAM10 inh
COc1ccccc1CNS(=O)(=O)CCNCc1ccco1 reads 4, 0.0, -4, -7, -1.1, -1, 6, -15, -1, -20
COc1nnc(-c2ccc(N3CCOCC3)c(NC(=O)c3ccco3)c2)c2ccccc12 reads 10, 0.7, 13, 4, -1.1, 5, 3, 6, 6, -2
O=C(NCc1nc2ccccc2[nH]1)C1=C[C@H](c2coc3ccccc3c2=O)C[C@H](OCCCCO)O1 reads 1, 1.1, 2, -13, 1.1, 5, -14, -3, 13, -2
COc1ccc(CCNC(=O)c2oc3ccccc3c2C)cc1 reads -1, -0.5, 2, -6, 1.0, -4, 3, 11, 4, 1
Cc1ccc(/C(O)=C2\C(=O)C(=O)N(C)C2c2ccc(F)cc2)cc1 (stereo not drawn) reads 5, 0.8, 3, 6, 1.3, -6, 4, -4, -2, 5
